Compound activity as filed in PubChem BioAssay.
MmCpn inh: blocks the Methanococcus maripaludis chaperonin Mm-Cpn; purified Mm-Cpn ATPase, ADP Transcreener TR-FRET; Potency, µM (highest dose often 76.9 µM), for inactives: at the highest dose activity, negative = inhibition, usual class: inhibitors; 0.031% of 330,000 active; AID 504842; also: potency is read from the fitted curve at half-maximal effect; % is scaled to controls: 0 for no effect and ±100 for the full control effect; nearly all actives have a fitted effect of over 80% in size
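Quantitative HTS used 25 nM Mm-CPN and 10 uM ATP in magnesium/KCl Tris buffer, pH 7.4, with 1 mM DTT. Hydrolysis ran 30 min at 37°C; ADP was read by HTRF.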
TDP43 rescue: inhibitors of TDP-43 toxicity in yeast; AID 652104; 1.8% of 410,000 active; Potency, µM (highest dose often 46.1 µM), without a hit: top-dose growth rescue (activation), most hits filed as activators; TDP-43 expressing yeast growth rescue, BacTiter-Glo, 24 h; also: potency is read from the fitted curve at half-maximal effect; % of control where 0% means no effect; nearly all actives have a fitted effect of over 50% in size
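Luminescence from BacTiter-Glo reports growth of TDP-43-expressing yeast after 24 hr at 30 deg C with compound. Cells were raffinose-pregrown to mid-log, then seeded in galactose medium at OD600=0.02.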
aSyn yeast inh: alpha-synuclein toxicity inhibition in yeast. Yeast expressing alpha-synuclein, growth rescue, BacTiter-Glo, 24 h. Potency, µM (highest dose often 46.1 µM), inactives show at the highest dose growth rescue (activation), most hits filed as activators. 0.14% of 370,000 active. AID 652106; also: potency is read from the fitted curve at half-maximal effect; % of control where 0% means no effect; nearly all actives have a fitted effect of over 65% in size
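Screening used galactose-induced yeast with toxic alpha-synuclein levels, exposed to compound for 24 hr at 30 deg C. Cell growth, read with BacTiter-Glo luminescence, gave the measured signal.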
FUS yeast rescue: FUS proteinopathy suppression in yeast | S. cerevisiae FUS-expressing, growth rescue, OD600, 24 h | Potency, µM (series often up to 76.6 µM), for inactives: at the highest dose growth rescue (activation), hits mostly activators | 0.24% of 390,000 active | AID 1347120;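 also: potency is read from the fitted curve at half-maximal effect; plate controls were DMSO vehicle for no effect and reference control for full effect; nearly all actives have a fitted effect of over 55% in size; some results filed as inactive show a strong effect at the top dose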
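Galactose (2%) drives FUS expression in yeast precultured in raffinose; seeding density OD 0.005. Test compounds incubated 24hr at 30C and 99% humidity before absorbance at 600 nm was measured.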
GLP1R inv ag: acts as inverse agonist at human GLP-1 receptor. HEK293 GLP-1R CRE-luciferase, luminescence, 24 h; GLP-1R form is constitutively active. Potency, µM (top dose mostly 38.3 µM), for the others: at the highest dose activity change, negative = inhibition, actives largely listed as inhibitors. 1.6% of 410,000 active; also: potency is read from the fitted curve at half-maximal effect; % is scaled to controls: 0 for no effect and ±100 for the full control effect; nearly all actives have a fitted effect of over 55% in size
Target sequence (P43220 whole entry, looked up): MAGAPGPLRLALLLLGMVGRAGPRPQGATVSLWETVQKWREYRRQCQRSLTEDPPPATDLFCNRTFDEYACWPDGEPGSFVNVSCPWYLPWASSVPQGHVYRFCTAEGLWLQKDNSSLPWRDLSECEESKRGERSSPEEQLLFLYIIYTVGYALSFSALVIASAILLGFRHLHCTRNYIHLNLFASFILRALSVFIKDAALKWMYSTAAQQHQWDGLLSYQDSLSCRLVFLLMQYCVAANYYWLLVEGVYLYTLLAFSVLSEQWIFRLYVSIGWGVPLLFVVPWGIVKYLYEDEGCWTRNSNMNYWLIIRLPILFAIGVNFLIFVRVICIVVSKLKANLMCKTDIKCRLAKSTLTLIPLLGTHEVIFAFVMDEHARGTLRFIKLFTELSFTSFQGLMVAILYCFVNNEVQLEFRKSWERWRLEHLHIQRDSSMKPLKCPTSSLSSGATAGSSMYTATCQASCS
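HEK293 cells stably co-expressing a cAMP-responsive luciferase reporter and constitutively active GLP-1R were seeded, incubated 12 h, then exposed to compounds for 24 h at 37 C. Luminescence was read 12 min after detection reagent; inverse agonists lower signal.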
Abeta yeast res: A-beta toxicity reversal in yeast | yeast expressing A-beta42, growth rescue, OD600, 48 h; response scale: 0% DMSO, 100% iron-clioquinol control | Potency, µM (top dose mostly 46.1 µM), for inactives: at the highest dose growth rescue, most hits filed as activators | 0.063% of 410,000 active; also: potency is read from the fitted curve at half-maximal effect; nearly all actives have a fitted effect of over 55% in size
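Yeast growth medium received pinned compounds, then yeast cells expressing toxic A-beta were added; plates incubated at 30 C for 48 hr. Growth read as absorbance at 600 nm, normalized to DMSO and equimolar FeCl3 plus clioquinol controls.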
Akt phos inh: inhibitors of Akt phosphorylation; Neuro2A IGF-stimulated pAkt S473 HTRF, 20 min; hits give low values; activity change, % for hits at 50 µM; 0.32% of 360,000 active; in the data active = activity change below about -80%; inconclusive = mostly about -51% to -80%; also: % is scaled to controls: 0 for no effect and ±100 for the full control effect
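Neuro2A cells in DMEM with 0.5% FBS, overnight at 37 deg C, given compound at single 50 µM final, then IGF (6 nM final) for 20 min at 37 deg C. Lysed; phospho-Akt Ser473 by HTRF after 24 h, 665/615 ratio.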
PTHR1 agonist: agonists of human PTHR1 parathyroid hormone receptor; HEK293 GP2 PTHR1 cells, GloSensor cAMP luminescence, 1 h; Potency, µM (top dose mostly 115 µM), without a hit: top-dose activation, most hits filed as activators; Q03431; 0.075% of 410,000 active; AID 743266; also: potency is read from the fitted curve at half-maximal effect; nearly all actives have a fitted effect of over 55% in size; some results filed as inactive show a strong effect at the top dose; inactives centre near -15; many of its hits are not listed in these tables
Target sequence (Q03431 whole entry, looked up): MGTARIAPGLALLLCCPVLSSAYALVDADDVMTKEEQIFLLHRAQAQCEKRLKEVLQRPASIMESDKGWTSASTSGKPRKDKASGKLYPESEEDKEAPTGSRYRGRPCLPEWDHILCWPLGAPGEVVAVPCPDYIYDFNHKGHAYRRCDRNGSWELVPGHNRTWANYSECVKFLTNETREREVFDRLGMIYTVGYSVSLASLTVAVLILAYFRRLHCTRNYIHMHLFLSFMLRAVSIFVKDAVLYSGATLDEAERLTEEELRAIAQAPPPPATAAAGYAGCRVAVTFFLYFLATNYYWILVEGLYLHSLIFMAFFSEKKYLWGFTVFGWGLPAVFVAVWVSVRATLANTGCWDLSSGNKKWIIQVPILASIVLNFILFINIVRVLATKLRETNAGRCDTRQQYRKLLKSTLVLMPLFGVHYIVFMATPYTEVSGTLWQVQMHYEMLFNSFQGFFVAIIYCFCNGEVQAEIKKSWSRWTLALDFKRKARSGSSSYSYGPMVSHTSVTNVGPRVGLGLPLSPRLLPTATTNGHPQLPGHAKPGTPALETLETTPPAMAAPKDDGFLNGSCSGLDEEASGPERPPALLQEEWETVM
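HEK-293-derived GP2 cells expressing PTHR1 and a GloSensor cAMP reporter, 3,000/well, plated overnight, given luciferin plus IBMX (each 0.5 mM as added) for 1 h at 37 °C, then compound for 1 h at 37 °C. Luminescence was read after 15 min at room temperature.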
HEK293 tox: cytotoxic in the GLP-1 receptor inverse agonist counter-screen; Potency, µM (doses to about 38.3 µM), inactives show top-dose activity change, negative = inhibition, usual class: inhibitors; AID 624418; HEK293 cAMP-luciferase reporter cells, luminescence, 24 h; 0.13% of 410,000 active;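 also: loss of luciferase light is scored as toxicity; potency is read from the fitted curve at half-maximal effect; % is scaled to controls: 0 for no effect and ±100 for the full control effect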
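A 23 nL compound transfer followed 12 hours of cell culture at 37 deg C; exposure then lasted 24 hr. Luciferase assay detection reagent was dispensed and plates read for luminescence after a 12 min room-temperature wait.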
* hit, by the source's call; i = inactive; ? = inconclusive; . = not tested or not shown; [ ] = another dose, or the depositor's remark. Unless noted, calls follow the shape of the dose curve; as a rule, active = well fitted curve in the direction sought with a large enough effect; inconclusive = small, poorly fitted or top-dose-only effect, or another doubt; inactive = no such curve, though single readings can be large; an effect the other way counts as inactive or inconclusive. Not all compounds are listed; rates above refer to the full screens.

No.	mol	Akt phos inh	FUS yeast rescue	TDP43 rescue	Abeta yeast res	PTHR1 agonist
1	CC(C)(C)C(=O)NC(=S)Nc1cc(C(F)(F)F)ccc1N1CCOCC1	i	6%	4%	16%	i
2	O=C(CSc1ncn[nH]1)N1N=C2/C(=C/c3ccccc3)CCCC2C1c1ccccc1 (configuration not stated)	i	?	-8%	-3%	-12%
3	O=C(COC(=O)c1cc(=O)[nH]c2ccccc12)Nc1ccc(F)cc1	i	.	12%	-6%	i
4	COC(=O)c1scc(C)c1NC(=O)C(Cl)c1ccccc1 (configuration not stated)	i	-31%	26%	-2%	-7%
5	Cc1nc2sc(C(c3cccs3)N3CCN(Cc4ccccc4)CC3)c(O)n2n1 (configuration not stated)	i	-6%	-8%	-3%	-14%
6	CCOC(=O)c1cc(=O)cc(C(=O)OCC)o1	i	16%	-1%	11%	i
7	O=C1C(Cl)=C(NCC2CCCO2)C(=O)N1Cc1ccccc1 (configuration not stated)	i	14%	?	-2%	i
8	Cc1c(/C=N\NC(=O)c2ccc([N+](=O)[O-])cc2)cnn1C	i	.	15%	6%	i
9	CCOc1ccccc1C(=O)N/N=C/c1coc2ccc(Cl)cc2c1=O	i	1%	-81%[inhibitor]	-27%	i
10	OC(CN1C2=NCCN2c2ccccc21)c1ccccc1 (configuration not stated)	i	.	10%	6%	i
11	C/C(=N\Nc1nc2ccccc2[nH]1)c1cc2ccccc2o1	i	?	19%	-16%	i
12	COc1cc2c(c(NC(C)=O)c1)N(C(C)=O)CCC2	i	0%	-2%	4%	i

No.	GLP1R inv ag	MmCpn inh	HEK293 tox	aSyn yeast inh
1	?	1%	-7%	19%
2	?	3%	-30%	?
3	9%	-1%	-6%	0%
4	-1%	0%	2%	-2%
5	-5%	2%	0%	-3%
6	13%	-1%	-2%	-1%
7	-3%	0%	4%	14%
8	14%	-1%	1%	-1%
9	?	1%	-9%	-21%
10	-8%	2%	-10%	2%
11	?	-2%	?	-8%
12	0%	.	-12%	2%

Entries of single compounds, quoted from the list. Screens in order: Akt phos inh | FUS yeast rescue | TDP43 rescue | Abeta yeast res | PTHR1 agonist | GLP1R inv ag | MmCpn inh | HEK293 tox | aSyn yeast inh
`OC(CN1C2=NCCN2c2ccccc21)c1ccccc1` (configuration not stated) as listed: i | . | 10% | 6% | i | -8% | 2% | -10% | 2%
`O=C(CSc1ncn[nH]1)N1N=C2/C(=C/c3ccccc3)CCCC2C1c1ccccc1` (configuration not stated) as listed: i | ? | -8% | -3% | -12% | ? | 3% | -30% | ?

Following part.
No.	mol	Akt phos inh	FUS yeast rescue	TDP43 rescue	Abeta yeast res	PTHR1 agonist
13	CCOc1cccc(CN2CCC(n3nccc3NC(=O)c3ccc4c(c3)OCO4)CC2)c1	i	.	-9%	0%	-20%
14	CC(=O)Nc1ccc2c(c1)nc1n2CCN(C(C)c2ccccc2)C1 (configuration not stated)	i	29%	-11%	-7%	?
15	O=C(c1n[nH]c(=O)c2ccccc12)N1CCN(C2c3ccccc3-c3ccccc32)CC1	i	30%	17%	23%	-26%
16	N=c1c(C(=O)NC2CCCCC2)cc2c(=O)n3ccccc3nc2n1Cc1ccc(F)cc1	.	-15%	0%	-6%	-12%
17	O=S1(=O)CC(N2CCCC2)CN1CCc1ccccc1 (configuration not stated)	i	-16%	17%	-18%	0%
18	O=C(Nc1ccc(N2CCOCC2)cc1)c1ccc(-c2ccccc2[N+](=O)[O-])o1	i	15%	-14%	-2%	-18%
19	COc1cc(CN(C(=O)c2ccc(OC(C)C)cc2)C2CCS(=O)(=O)C2)cc(OC)c1OC (configuration not stated)	.	?	13%	-16%	-22%
20	COc1ccc(NC(C)C(=O)N/N=C/c2ccc([N+](=O)[O-])s2)cc1 (configuration not stated)	i	22%	25%[9.22 µM]	-1%	-11%
21	CCc1nnc(NS(=O)(=O)c2ccc(Nc3ccc4nonc4c3[N+](=O)[O-])cc2)s1	i	-18%	10%	1%	i
22	Cc1ccc(C)c(N2CCN(C(=O)C3CCC(CNS(=O)(=O)c4ccc(Br)s4)CC3)CC2)c1 (configuration not stated)	.	-11%	6%	-15%	-20%
23	CC(C)(C)C(=O)Nc1sc2c(c1C#N)CCC2	i	7%	23%	-21%	i
24	Cc1ccc(CNC(=O)C2CCCN(S(=O)(=O)c3ccc4c(ccn4C)c3)C2)cc1 (configuration not stated)	.	-16%	0%	-8%	0%

No.	GLP1R inv ag	MmCpn inh	HEK293 tox	aSyn yeast inh
13	?	0%	-2%	-2%
14	5%	-6%	2%	-1%
15	0%	-2%	-15%	15%
16	9%	0%	8%	-6%
17	16%	.	-3%	5%
18	-5%[7.66 µM]	0%	-3%[7.66 µM]	3%
19	-12%	.	3%	.
20	10%[7.66 µM]	2%	-4%[7.66 µM]	0%
21	28%	1%	6%	-9%
22	-36%	.	-1%	.
23	12%	1%	13%	-5%
24	1%	.	6%	.

More results follow:
No.	mol	Akt phos inh	FUS yeast rescue	TDP43 rescue	Abeta yeast res	PTHR1 agonist
25	CCOc1ccc(CCNC(=O)c2ccc3c(c2)sc2nc(-c4ccc(F)cc4)cn23)cc1OCC	.	-13%	19%	1%	-36%[inhibitor]
26	Cc1cn(C2C=CC(CO)O2)c(=O)[nH]c1=O (configuration not stated)	i	-21%	-11%	-2%	i
27	O=C(C[n+]1ccccc1)N/N=C/c1ccc(F)cc1	i	-10%	21%[9.22 µM]	-1%	-5%
28	Cc1c(C(=O)NC(C)CCc2ccccc2)cccc1[N+](=O)[O-] (configuration not stated)	i	-8%	24%	-4%	-3%[57.5 µM]
29	Cc1ccc(CCNC(=O)C2CCCN(S(=O)(=O)c3cccs3)C2)cc1 (configuration not stated)	.	20%	-19%	-12%	i
30	CCCn1c(Nc2ccccc2)nc2ccccc21	i	19%	-14%	-8%	i
31	Cc1ccc(Cn2c(C(C)Nc3nc(-c4ccc(F)cc4)cs3)nc3cc(C(=O)NCCCO)ccc32)cc1 (configuration not stated)	i	?	20%	4%	-32%[inhibitor]
32	Cc1cs/c(=N\N=C\c2ccccc2)n1Cc1ccco1	i	.	?	-19%	i
33	Cc1ccc(N(CC(=O)Nc2ccc(F)cc2F)S(=O)(=O)c2cccs2)cc1	.	1%	4%	-3%	-9%
34	CNC[C@@H]1Oc2ccc(NC(=O)Nc3ccccc3)cc2C(=O)N([C@@H](C)CO)C[C@H]1C	i	-1%	-5%	-2%	-11%
35	CN1CC(c2ccc(C#N)cc2)C2(COc3ccccc3C2=O)C12C(=O)Nc1ccccc12 (configuration not stated)	i	32%	?	4%	-10%[57.5 µM]
36	CC(C)CCN1C(=O)c2ccc(C(=O)OCn3nnc4ccccc4c3=O)cc2C1=O	i	-13%	-2%	-22%	16%[57.5 µM]

No.	GLP1R inv ag	MmCpn inh	HEK293 tox	aSyn yeast inh
25	2%	.	11%	.
26	2%	0%	2%	-3%
27	4%[7.66 µM]	-4%	-2%[7.66 µM]	-1%
28	?	2%	0%	-15%
29	0%	-2%	5%	2%
30	?	-1%	-14%	-12%
31	-29%	.	-28%	5%
32	?	-2%	?	-10%
33	?	.	13%	.
34	14%	1%	15%	-5%
35	?	2%	-25%	8%
36	7%	0%	9%	7%

Other results follow:
No.	mol	Akt phos inh	FUS yeast rescue	TDP43 rescue	Abeta yeast res	PTHR1 agonist
37	Cc1nc(N2CCN(c3ccccc3)CC2)[nH]c(=O)c1CCC(C)C	i	0%	-9%	5%	-14%
38	CCC(=O)N1CCN(c2ccc(Cl)cc2NC(=O)Cc2ccc(Cl)cc2)CC1	-85%*	40%	?	11%	-15%
39	CCN(CC)c1ccc(/C=C(\C#N)c2ccccn2)cc1	i	23%	16µM*	-18%	-32%
40	CCOC1OC(=O)C(Cl)=C1Nc1ccc(C)cc1C (configuration not stated)	i	.	11%	-6%	-15%
41	Cc1cc2c(N3CCCCC3C)ncnc2s1 (configuration not stated)	i	-2%	?	-4%	-79%[inhibitor][57.5 µM]

No.	GLP1R inv ag	MmCpn inh	HEK293 tox	aSyn yeast inh
37	14%	-4%	11%	0%
38	0%	-2%	-18%	14%
39	?	-4%	5%	-4%
40	?	0%	6%	-2%
41	-27%	0%	3%	3%

Gathered by group: those above with an NH in an aromatic ring
No.	mol	Akt phos inh	FUS yeast rescue	TDP43 rescue	Abeta yeast res	PTHR1 agonist
2	O=C(CSc1ncn[nH]1)N1N=C2/C(=C/c3ccccc3)CCCC2C1c1ccccc1 (configuration not stated)	i	?	-8%	-3%	-12%
3	O=C(COC(=O)c1cc(=O)[nH]c2ccccc12)Nc1ccc(F)cc1	i	.	12%	-6%	i
11	C/C(=N\Nc1nc2ccccc2[nH]1)c1cc2ccccc2o1	i	?	19%	-16%	i
15	O=C(c1n[nH]c(=O)c2ccccc12)N1CCN(C2c3ccccc3-c3ccccc32)CC1	i	30%	17%	23%	-26%
26	Cc1cn(C2C=CC(CO)O2)c(=O)[nH]c1=O (configuration not stated)	i	-21%	-11%	-2%	i
37	Cc1nc(N2CCN(c3ccccc3)CC2)[nH]c(=O)c1CCC(C)C	i	0%	-9%	5%	-14%

No.	GLP1R inv ag	MmCpn inh	HEK293 tox	aSyn yeast inh
2	?	3%	-30%	?
3	9%	-1%	-6%	0%
11	?	-2%	?	-8%
15	0%	-2%	-15%	15%
26	2%	0%	2%	-3%
37	14%	-4%	11%	0%
